Screening data (PubChem BioAssay)
AddAB inh = less growth of phage-infected E. coli with AddAB. hit rate 0.29% among 330,000. inhibition, % at 11.9 µM. E. coli expressing H. pylori AddAB, absorbance growth; in the data active = inhibition above about 12%;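 note: 0% = vehicle wells of infected cells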
Tat transport = inhibitors of E. coli Tat protein transport. E. coli MC4100 TorA-mCherry Tat export, fluorescence. inhibition, % at 10 µM. hit rate 0.036% among 340,000;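 active = mean replicate inhibition at least 50% and at least half of replicates individually reaching 50%; inconclusive = only one of the two criteria met; inactive = neither criterion met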;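 note: exported cargo escapes ClpAP degradation while cytoplasmic cargo is degraded and loses fluorescence; 0% = median of neutral control wells and 100% = median of NaSCN control wells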
MOR-DOR ag = OPRM1-OPRD1 heterodimerization agonism; activation, % at 9.3 µM; hit rate 0.3% among 340,000; P35372+P41143; cells, luminescence; in the data active = activation above about 18%;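 note: 0% = vehicle-treated cells and 100% = reference agonist; values of inactives mirror those of a sister screen read the other way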
PfHsp90 set2 = reduces growth (ATP signal) of yeast expressing P. falciparum Hsp90. AID 504621. hit rate 0.32% among 310,000. S. cerevisiae expressing PfHsp90, BacTiter-Glo ATP, 48 h; yeast lacking PDR1 and PDR3 efflux regulators. inhibition, % at 9.4 µM;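 active = every replicate shows inhibition above about 80%, whatever the replicate mean, limit read from the data; inconclusive = mean inhibition reaches the set limit but some replicate falls short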;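 note: 0% = DMSO neutral controls and 100% = 20 µM radicicol positive controls; yeast relying on Plasmodium falciparum Hsp90 in place of its own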
HTR5A inv ag = inverse agonist of human HTR5A in OPRM1-OPRD1 counter-screen | P47898 | HTR5A cell line, luminescence, inverse agonism | inhibition, % at 9.3 µM | hit rate 0.083% among 340,000 | AID 504634; in the data active = inhibition mostly above about 23%, no sharp cut-off; inactive = mostly below about 18%;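 note: 0% = cells with DMSO and 100% = no-cell wells with DMSO; some compounds called inactive have numbers as strong as hits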
Target sequence (P47898 whole entry, looked up): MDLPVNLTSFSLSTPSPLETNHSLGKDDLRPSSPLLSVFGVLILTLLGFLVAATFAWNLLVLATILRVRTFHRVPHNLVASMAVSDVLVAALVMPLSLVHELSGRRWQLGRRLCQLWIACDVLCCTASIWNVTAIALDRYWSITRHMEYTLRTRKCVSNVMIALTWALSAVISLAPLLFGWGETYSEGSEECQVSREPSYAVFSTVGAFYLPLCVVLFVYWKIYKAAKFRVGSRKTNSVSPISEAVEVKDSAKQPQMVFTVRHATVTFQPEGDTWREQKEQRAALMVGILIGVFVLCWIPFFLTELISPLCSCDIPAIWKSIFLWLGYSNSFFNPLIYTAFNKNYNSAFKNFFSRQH
SUMO Mot1 rescue = SUMOylation pathway inhibition by Mot1-301 growth rescue; growth rescue, % at 18.8 µM; hit rate 1% among 320,000; S. cerevisiae Mot1-301 growth rescue, ATP luminescence, 38.5C; percent above DMSO median, 100 means doubled; AID 2716;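 active = every valid replicate shows activation above 250% relative to neutral control wells; inactive = the rest, any valid replicate at or below 250%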;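 note: OY570 slx delta 5 strain wells were the positive control but not used for scaling; some compounds called inactive have numbers as strong as hits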
PKA-R2B activ = activators of human PKA-R2B complex; PKA-R2B holoenzyme dissociation, Cy5-IP20 fluorescence polarization; R2B truncated from residue 108, S112A mutant; 0% DMSO only, 100% 113 µM cGMP; AID 504700; activation, % at 11.4 µM; hit rate 0.079% among 340,000; P22694+P31323;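 active = activation above a cutoff set at the mean over all compounds plus 3 SD, cut at about 18% in these data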;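 note: higher means more holoenzyme dissociation and a rise in polarization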
Target sequence (P31323 whole entry, looked up, other chains not shown, the tested form may be a part): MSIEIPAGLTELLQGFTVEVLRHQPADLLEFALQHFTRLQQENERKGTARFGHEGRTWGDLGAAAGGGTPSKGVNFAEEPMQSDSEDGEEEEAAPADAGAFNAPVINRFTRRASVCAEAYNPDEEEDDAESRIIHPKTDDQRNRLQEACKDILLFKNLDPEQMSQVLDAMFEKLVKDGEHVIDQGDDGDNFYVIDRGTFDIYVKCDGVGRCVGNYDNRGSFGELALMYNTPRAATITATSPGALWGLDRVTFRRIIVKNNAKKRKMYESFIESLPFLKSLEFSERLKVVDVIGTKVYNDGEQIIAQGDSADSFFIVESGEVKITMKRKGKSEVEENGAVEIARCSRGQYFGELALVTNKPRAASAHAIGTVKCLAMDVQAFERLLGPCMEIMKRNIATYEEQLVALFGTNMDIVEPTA
PKA-R1A activ = PKA-R1A complex activation. PKA-R1A dissociation, Cy5-IP20 fluorescence polarization; scaled: DMSO 0%, 113 µM cGMP 100%. activation, % at 11.4 µM. hit rate 0.083% among 340,000. AID 504707;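 active = percent activation above the mean of all tested compounds plus 3 SD, cut at about 19% in these data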;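 note: higher means more PKAc released from R1A so a rise in polarization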
phage Ecoli inh = E. coli growth loss with phage present. growth absorbance. inhibition, % at 11.9 µM. hit rate 0.26% among 360,000; in the data active = inhibition above about 11%
OPRM1-OPRD1 inv = mu-delta opioid heterodimer inverse agonism; P35372+P41143; cell-based MOR-DOR heterodimer luminescence; inhibition, % at 9.3 µM; hit rate 0.21% among 340,000; AID 504357; in the data active = inhibition above about 22%, passing the limit was not always enough;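 note: 0% = cells with DMSO and 100% = wells without cells with DMSO; values of inactives mirror those of a sister screen read the other way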
Ecoli viability = bacterial growth inhibition, counter-screen for AddAB inhibitors; E. coli V3065 growth, OD600 absorbance, 18 h; inhibition, % at 11.9 µM; hit rate 0.27% among 330,000;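 active = inhibition above the campaign's mean inhibition across all tested compounds plus 3 SD, cut at about 9.9% in these data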;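 note: uninfected addAB+ strain grown without phage in ampicillin broth; 0% = DMSO wells and 100% = ciprofloxacin 0.95 µg/ml wells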
* hit, by the source's call; ? = inconclusive; · = no result given.

1. COc1ccc(CN2CCCC(C(=O)N3CCCC3)C2)c(OC)c1 (stereo not given)
2. Cc1ccccc1OCC(=O)NC1=NCCS1
3. CC(=O)N1CCc2cc(Br)cc(S(=O)(=O)NCCCN3CCCC(C)C3)c21 (stereo not given)
4. O=C(COc1ccc(Cl)cc1Cl)Nc1ccc(C(=O)Nc2ccccc2C(=O)O)cc1
5. CCCC(=O)N1CCN(c2nnc(-c3ccccc3)c3ccccc23)CC1
6. O=C(c1cccc(F)c1)N1CCN(c2ccc([N+](=O)[O-])c(N3CCOCC3)c2)CC1
7. CCCS(=O)(=O)n1nc(-c2ccc(C)cc2)cc1N
8. c1ccc(Cc2nn3c(-c4ccncc4)nnc3s2)cc1

compound no.,1,2,3,4,5,6,7,8
AddAB inh,-0.1,-0.8,2.1,1.6,4.3,2.1,4.1,-0.3
Tat transport,0,-9,2,1,0,-17,-1,0
MOR-DOR ag,-3.4,-1.3,0.5,-3.4,-1.6,-1.8,-2.3,1.2
PfHsp90 set2,20,-75,2,22,11,-18,-18,22
HTR5A inv ag,-2,5,-6,-20,-5,-26,-6,12
SUMO Mot1 rescue,39,1,-9,-16,-11,6,8,-9
PKA-R2B activ,-15,2,7,-11,-3,-8,-1,-3
PKA-R1A activ,3,-3,2,-8,5,-8,-1,-16
phage Ecoli inh,1.5,-0.6,1.6,-0.5,1.5,1.5,1.0,2.5
OPRM1-OPRD1 inv,16,6,-3,18,8,9,13,-8
Ecoli viability,0.9,1.0,2.1,3.2,2.4,-1.2,0.5,-1.6

The last two compounds of the section above lead into the next.
7. CCCS(=O)(=O)n1nc(-c2ccc(C)cc2)cc1N
8. c1ccc(Cc2nn3c(-c4ccncc4)nnc3s2)cc1
9. COc1ccc(Cc2nc(-c3cccnc3)no2)cc1OC
10. NS(=O)(=O)c1cccc(NC(=O)CSc2nnc(C3CC3)n2Cc2ccccc2)c1
11. CCC(=O)OC1(C#CCOc2ccc(OC)cc2)CCN(C)CC1
12. O=S(=O)(c1ccc(F)cc1)N1CCN(c2ccc(-c3ccccc3)nn2)CC1
13. CCOc1ccc(OCC(=O)Nc2ccc(S(N)(=O)=O)cc2)cc1
14. Cc1cc(C)n(-c2ccc([N+](=O)[O-])cc2-c2nn[nH]n2)n1
15. COc1ccc(CCN2C(=O)c3ccccc3NC2c2cc(Cl)c(O)c(OC)c2)cc1 (stereo not given)
16. CCCCOC(=O)N/N=C/C=C/c1ccccc1

compound no.,7,8,9,10,11,12,13,14,15,16
AddAB inh,4.1,-0.3,0.1,-0.3,3.9,1.0,-1.8,3.4,6.0,-0.7
Tat transport,-1,0,-8,1,1,7,5,12,-3,-1
MOR-DOR ag,-2.3,1.2,-1.6,-3.2,-2.7,-3.0,0.1,0.5,-2.5,-2.9
PfHsp90 set2,-18,22,-17,-12,25,-6,·,2,-20,-10
HTR5A inv ag,-6,12,-17,13,12,-8,-16,10,2,-6
SUMO Mot1 rescue,8,-9,8,-15,6,32,-10,3,33,2
PKA-R2B activ,-1,-3,-7,-13,-4,-7,-17,-3,5,-10
PKA-R1A activ,-1,-16,5,-3,10,9,-16,-10,-4,3
phage Ecoli inh,1.0,2.5,2.1,2.9,1.6,4.3,2.9,3.4,-0.1,2.6
OPRM1-OPRD1 inv,13,-8,8,16,17,15,0,-3,16,15
Ecoli viability,0.5,-1.6,2.0,3.2,0.9,0.1,-0.5,0.2,1.9,-2.0

17. CC(C)Oc1ccc(S(=O)(=O)N(C(C)C)C(C)C)cn1
18. CCOc1ccc(Nc2nc(N)c([N+](=O)[O-])c(N3CCN(C)CC3)n2)cc1
19. CN(C1CCCCC1)S(=O)(=O)c1ccc(S(=O)(=O)N2CCN(CCC#N)CC2)cc1
20. Cc1ccc(-n2nccc2-c2nn(-c3cccc(C(F)(F)F)c3)c(=O)n(C)c2=O)cc1
21. O=C(Nc1nc2ccccc2[nH]1)c1ccc(Br)o1
22. CCN(CC)CCn1c2ccc(Cl)cc2c2nc(C)sc21
23. c1ccc2c(c1)CN1CCCC1=N2
24. Cc1ccc2c(c1)N(CCC(=O)NCC1CCCO1)C(=O)CO2 (stereo not given)

compound no.,17,18,19,20,21,22,23,24
AddAB inh,1.7,-1.6,4.3,1.4,-4.7,2.1,1.1,-0.5
Tat transport,-2,-5,-5,-6,-3,0,-1,-6
MOR-DOR ag,-1.4,0.2,-1.5,-3.0,-0.3,3.1,-3.9,-1.8
PfHsp90 set2,-5,15,19,-20,·,23,-12,12
HTR5A inv ag,15,-8,1,3,19,18,2,1
SUMO Mot1 rescue,-2,0,-29,84,18,72,-4,-4
PKA-R2B activ,-8,2,-5,5,-2,-6,-1,-9
PKA-R1A activ,-3,7,10,-2,10,0,-4,1
phage Ecoli inh,1.6,2.3,1.4,2.3,-3.7,0.5,2.1,2.5
OPRM1-OPRD1 inv,6,-1,7,16,1,-17,18,9
Ecoli viability,-0.7,-2.2,0.5,1.1,-4.7,-0.4,1.8,-0.3

Overlap with the part before: four entries, followed by the next part.
21. O=C(Nc1nc2ccccc2[nH]1)c1ccc(Br)o1
22. CCN(CC)CCn1c2ccc(Cl)cc2c2nc(C)sc21
23. c1ccc2c(c1)CN1CCCC1=N2
24. Cc1ccc2c(c1)N(CCC(=O)NCC1CCCO1)C(=O)CO2 (stereo not given)
25. CCc1ccc(NC(=O)CSCCN2C(=O)c3ccccc3C2=O)cc1
26. Cc1ccnc(NS(=O)(=O)c2ccc(NC(=O)CC(C)c3ccccc3)cc2)n1 (stereo not given)
27. O=C(Nc1ccc(N2CCCC2)c(Cl)c1)c1ccc([N+](=O)[O-])cc1
28. COCCN(C(=O)c1sc2ccccc2c1Cl)c1c(N)n(CC(C)C)c(=O)[nH]c1=O
29. COc1ccc(N2CCN(c3nc4c(c(=O)[nH]c(=O)n4C)n3Cc3cccc(C)c3)CC2)cc1
30. O=C(O)Cc1ccc(NC(=O)Cc2ccc3ccccc3c2)cc1
31. COCCOc1ccc(C(F)(F)F)cc1NC(=O)COC(=O)C12CC3CC(CC(O)(C3)C1)C2
32. O=C(NS(=O)(=O)Oc1cccc(Cl)c1Cl)OC[C@@H]1CCCN2CCCCC12 (stereo not given in full)

compound no.,21,22,23,24,25,26,27,28,29,30,31,32
AddAB inh,-4.7,2.1,1.1,-0.5,-0.5,-2.0,5.0,0.9,3.0,·,0.3,-0.2
Tat transport,-3,0,-1,-6,23,-6,1,0,6,-7,1,-2
MOR-DOR ag,-0.3,3.1,-3.9,-1.8,0.1,0.2,7.4,-0.4,-2.7,-0.9,0.1,0.4
PfHsp90 set2,·,23,-12,12,4,13,7,·,-8,-7,5,0
HTR5A inv ag,19,18,2,1,-12,12,0,-11,-4,-7,0,10
SUMO Mot1 rescue,18,72,-4,-4,96,3,20,0,-7,-20,-7,8
PKA-R2B activ,-2,-6,-1,-9,-16,-15,-3,6,-6,-2,1,-7
PKA-R1A activ,10,0,-4,1,10,0,-5,-20,-2,-2,4,-4
phage Ecoli inh,-3.7,0.5,2.1,2.5,1.3,2.8,4.7,-0.9,1.7,-1.7,1.0,5.0
OPRM1-OPRD1 inv,1,-17,18,9,-1,-1,-37,2,14,4,0,-3
Ecoli viability,-4.7,-0.4,1.8,-0.3,0.3,-1.1,0.4,0.7,0.0,·,1.1,-1.4

33. COc1ccc(OC)c(NC(=O)CSc2nc3ccccc3cc2Cc2ccccc2)c1
34. Cc1ccc(S(=O)(=O)N2CCCCCC2)cc1[N+](=O)[O-]
35. COc1ccc(CCNC(=O)CCS(=O)(=O)c2cccc3nsnc23)cc1OC
36. COc1ccc(S(=O)(=O)NCC(=O)NC2CC2)cc1OC
37. CC(C)(CNc1ccc([N+](=O)[O-])cc1Cl)CNS(C)(=O)=O
38. COc1ccccc1N1CCN(C2CCCN(C(=O)CCc3ccccn3)C2)CC1 (stereo not given)
39. COc1ccc(CN2CCN(C(=O)C3CCC(CNS(=O)(=O)c4ccccc4)CC3)CC2)c(OC)c1OC (stereo not given)
40. Cc1cc(Cl)nc(NC(=O)Nc2cccc(Cl)c2)n1

compound no.,33,34,35,36,37,38,39,40
AddAB inh,-1.3,2.4,1.6,-0.3,2.9,·,2.5,2.8
Tat transport,-4,-7,-12,3,0,-2,?,-2
MOR-DOR ag,2.1,0.7,-1.9,-4.1,-1.3,-2.6,1.6,0.0
PfHsp90 set2,6,6,-60,-3,-4,-14,15,-31
HTR5A inv ag,11,-10,-6,-19,6,-7,-14,3
SUMO Mot1 rescue,-1,1,·,-15,-12,4,299,42
PKA-R2B activ,2,6,-6,-10,5,4,-5,-3
PKA-R1A activ,-1,3,-5,2,8,7,5,-6
phage Ecoli inh,2.6,3.3,2.7,-2.1,3.9,-0.3,0.2,1.4
OPRM1-OPRD1 inv,-13,-3,11,13,6,15,-8,0
Ecoli viability,3.2,-1.0,-1.3,-2.7,0.7,·,-1.8,4.3

41. O=C(NCc1ccccc1)c1ccc(/C=N/O)nc1
42. CC(C)Cn1c(N)c(C(=O)COC(=O)CN2C(=O)C3CC=CCC3C2=O)c(=O)n(C)c1=O (stereo not given)
43. NS(=O)(=O)c1ccc(NC(=O)COC(=O)c2ccc(S(=O)(=O)N3CCOCC3)cc2)cc1
44. CC(C)NC(=O)c1ccccc1NC(=O)C1CCCO1 (stereo not given)
45. COc1cccc(NC(C)C(=O)N2CC(C)OC(C)C2)c1 (stereo not given)

compound no.,41,42,43,44,45
AddAB inh,4.5,1.4,1.6,3.8,0.7
Tat transport,-3,-7,-4,8,5
MOR-DOR ag,-2.4,-1.6,-2.0,-1.1,-0.7
PfHsp90 set2,·,9,·,·,-2
HTR5A inv ag,9,-2,12,-58,-1
SUMO Mot1 rescue,8,1,·,8,-5
PKA-R2B activ,-1,3,3,7,-4
PKA-R1A activ,-12,-6,6,3,-7
phage Ecoli inh,2.0,3.7,1.2,2.9,2.2
OPRM1-OPRD1 inv,13,9,10,5,4
Ecoli viability,-0.3,0.4,0.2,1.5,-1.1

Arranged by the number under AddAB inh (lowest first): some entries from above
#	canonical_smiles	AddAB inh
42	CC(C)Cn1c(N)c(C(=O)COC(=O)CN2C(=O)C3CC=CCC3C2=O)c(=O)n(C)c1=O (stereo not given)	1.4
44	CC(C)NC(=O)c1ccccc1NC(=O)C1CCCO1 (stereo not given)	3.8
41	O=C(NCc1ccccc1)c1ccc(/C=N/O)nc1	4.5
